Bioassay records from PubChem BioAssay.
Cdc42 wt GTP: modulators of GTP binding to wildtype Cdc42, primary screen, biochemical, multiplex bead flow cytometry, Bodipy-GTP; GST-Cdc42 beads; actives lie on both sides; 190,000 tested, 0.2% active; percent activity (GTP binding), % at 10 µM; Cell division control protein 42 homolog (Homo sapiens), P60953;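 active means percent activity GTP binding at least 20 points away from the 100% baseline, either down as inhibitor or up as activator; inconclusive means compound flagged as likely green fluorescent from well-wide comparison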;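 further: median bead fluorescence of bound Bodipy-FL-GTP at 100 nM; 0% = excess unlabeled GTP control and 100% = no compound control; below 100% means less GTP binding so inhibitor and above means activator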
Target sequence (P60953 whole entry, looked up): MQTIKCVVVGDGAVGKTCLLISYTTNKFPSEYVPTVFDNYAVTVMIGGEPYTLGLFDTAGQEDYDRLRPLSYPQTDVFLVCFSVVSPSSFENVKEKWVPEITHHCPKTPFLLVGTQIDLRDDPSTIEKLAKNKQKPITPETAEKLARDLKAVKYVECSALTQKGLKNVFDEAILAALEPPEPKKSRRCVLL
ABCB1 inh: ABCB1 efflux pump inhibitors, primary screen, cell-based, multiplex, flow cytometry, ABCG2 counter-screen. ATP-dependent translocase ABCB1 (Homo sapiens), P08183. CCRF-Adr cells, JC-1 efflux. inhibition, % at 6.6 µM. 190,000 tested, 0.067% active. AID 1326, 2008; in the data active means inhibition above about 40%;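 further: 0% = vehicle and 100% = reference inhibitor; higher value means more JC-1 retained so stronger ABCB1 efflux block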
ABCG2 inh: ABCG2 efflux pump inhibitors, primary screen, multiplex with ABCB1, IgMXP3 cells, flow cytometry; 190,000 tested, 0.1% active; JC-1 efflux; Broad substrate specificity ATP-binding cassette transporter ABCG2 (Homo sapiens), Q9UNQ0; inhibition, % at 6.6 µM;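 active means inhibition above 80%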;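 further: 0% = DMSO and 100% = nicardipine control wells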
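Times: 10 min at 25 °C | Test system: Two drug-resistant human cell lines, ABCG2 and ABCB1 | Quantity: 3 million cells/mL final, two lines in 1:1 ratio | Signal: Flow cytometry, 530 nm JC-1 signal | Dosing: Compound at 6.6 µM | Controls: Nicardipine and DMSO wells | Reagent: JC-1 as fluorescent efflux pump substrate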
Rab7 wt GTP bind: modulators of GTP binding to Rab7, primary screen, biochemical, wildtype, multiplex bead flow cytometry; Rab7 GTPase wild type (dog), Bodipy-FL-GTP binding; GST-Rab7 beads, fluorescent GTP binding; actives lie on both sides; untreated = 100%, excess cold GTP = 0%; GTP binding activity (percent of control), % at 10 µM; 190,000 tested, 0.055% active; AID 758, 2007;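 active means fluorescent GTP binding to Rab7 beads changed by at least 20 points from the 100% baseline, either direction, mostly lower; inconclusive means compound itself probably fluorescent, or too few beads counted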;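 further: median green fluorescence of bound Bodipy-FL-GTP per Rab7 bead population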
HRas wt GTP: modulators of GTP binding to HRas wildtype, primary screen, biochemical, bead-based flow cytometry, multiplex | AID 759, 2007 | GST-Ras wt beads, Bodipy-FL-GTP binding; actives lie on both sides | GTPase HRas (Homo sapiens), P01112 | 190,000 tested, 0.14% active | GTP binding activity, % at 10 µM;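 active means GTP binding activity at least 20% away from the 100% baseline, either lowered as inhibitor or raised as activator; inconclusive means flagged as likely green fluorescent, judged across all proteins in the well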;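 further: 0% = unlabeled GTP competition control and 100% = no-compound control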
Target sequence (P01112 whole entry, looked up): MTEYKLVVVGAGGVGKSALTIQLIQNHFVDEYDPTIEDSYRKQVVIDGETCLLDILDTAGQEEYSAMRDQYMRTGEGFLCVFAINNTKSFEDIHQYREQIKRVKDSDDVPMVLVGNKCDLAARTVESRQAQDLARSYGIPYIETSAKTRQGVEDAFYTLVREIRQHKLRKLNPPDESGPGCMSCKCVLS
Pf gamet viab: late stage P. falciparum gametocyte viability inhibitors, primary screen, ATP luminescence, HTS. P. falciparum stage V gametocytes, 24 h. inhibition, % at 10.9 µM. 150,000 tested, 0.065% active. AID 743093, 2013;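 active means inhibition above the mean plus 3 SD of compounds within the control limits, set per campaign, cut at about 38% in these data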;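 further: 0% = DMSO wells and 100% = medium only without gametocytes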
Mcl1-Noxa inh: Mcl-1/Noxa binding inhibitors, primary screen, biochemical, TR-FRET, 1536-well | Induced myeloid leukemia cell differentiation protein Mcl-1 (Homo sapiens), Q07820 | TR-FRET Mcl-1/Noxa peptide binding, 2 h | inhibition, % at 21.7 µM | 220,000 tested, 1.5% active | AID 1022, 2008;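 active means compounds that cut the protein-peptide binding signal by more than 50% relative to plate controls in a single-dose test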;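 further: His-tagged Mcl-1 with rhodamine Noxa BH3 peptide and terbium anti-His antibody; 0% = Mcl-1 plus Noxa peptide wells and 100% = peptide-only wells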
Target sequence (Q07820 whole entry, looked up): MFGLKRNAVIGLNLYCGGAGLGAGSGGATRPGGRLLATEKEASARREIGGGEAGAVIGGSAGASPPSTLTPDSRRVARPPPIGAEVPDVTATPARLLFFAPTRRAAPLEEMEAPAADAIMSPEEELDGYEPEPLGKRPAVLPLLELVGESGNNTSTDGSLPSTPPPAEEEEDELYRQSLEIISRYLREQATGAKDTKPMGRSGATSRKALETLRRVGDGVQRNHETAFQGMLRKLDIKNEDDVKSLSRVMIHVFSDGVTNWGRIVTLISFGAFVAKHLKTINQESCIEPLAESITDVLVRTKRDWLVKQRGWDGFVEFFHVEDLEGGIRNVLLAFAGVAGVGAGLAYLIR
Rab2 wt GTP: modulators of GTP binding to Rab2A wildtype, primary screen, biochemical, dog, bead-based flow cytometry, multiplex | GTP binding activity, % at 10 µM | 190,000 tested, 0.19% active | GST-Rab2 wt beads, Bodipy-GTP binding;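 active means GTP binding activity at least 20 points away from 100%, either lowered or raised; inconclusive means signal likely due to the compound's own green fluorescence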;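 further: 0% = beads with excess unlabeled GTP and 100% = no-compound control corrected for plate trend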
Rac1 act GTP bind: GTP binding modulators of activated mutant Rac1, primary screen, biochemical, bead-based flow cytometry, multiplex, fluorescent GTP; GST-Rac1 activated beads; actives lie on both sides; 100% means binding = to untreated wells; percent activity (GTP binding), % at 10 µM; 190,000 tested, 0.11% active; AID 764, 2007;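 active means GTP binding at least 20 percentage points away from the 100% baseline, in either direction, so actives lie on both sides; inconclusive means Compound likely fluorescent itself, or too few beads counted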
Avidin fluor: green autofluorescence of compounds with avidin beads – biophysical, 488/530 nm, flow cytometry, artefact control, profiling panel. compound fluorescence 488/530 nm; hits give high values. fluorescence (KMESF) at 10 µM. 220,000 tested, 0.38% active; in the data active means fluorescence above about 47; further: inactives centre near 10
Rac1 wt modul: wildtype Rac1 GTP binding modulators, primary screen, biochemical, GST-Rac1 beads, flow cytometry, multiplex; Ras-related C3 botulinum toxin substrate 1 (Homo sapiens), P63000; fluorescent GTP binding; actives lie on both sides; 0 = cold GTP competed, 100 = untreated; 190,000 tested, 0.27% active; GTP binding activity (% of control), % at 10 µM;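 active means GTP binding activity at least 20 points away from the 100% control level, either lower or higher; inconclusive means compound flagged as likely green fluorescent, judged across all proteins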
* marks the source's active call; other numbers are inactive results; ? = inconclusive; · = not tested or not shown.

SMILES	Cdc42 wt GTP	ABCB1 inh	ABCG2 inh	Rab7 wt GTP bind	HRas wt GTP	Pf gamet viab	Mcl1-Noxa inh	Rab2 wt GTP	Rac1 act GTP bind	Avidin fluor	Rac1 wt modul
O=C(NC(=S)Nc1ccccc1)c1ccc(-c2ccccc2)cc1	109	-0.8	-5	105	104	·	14	104	101	15	102
CCN(CC)S(=O)(=O)c1ccc(NC(=O)CSc2nnc(-c3cccc(OC)c3)n2C)cc1	96	-0.5	0	98	97	·	13	96	98	7	100
CCCCn1c(O)c(N=NC(=O)c2ccccc2NS(=O)(=O)c2cccs2)c2ccccc21	82	0.5	1	91	86	·	8	81	78*	5	81
O=C(NCC(=O)N(CCN1CCOCC1)C(C(=O)NC1CCCC1)c1cccnc1)c1cccs1 (stereo not given)	104	2.2	10	98	101	-6	10	99	100	4	105
Cc1cc(C)n(C(C[N+](=O)[O-])c2ccc(Cl)cc2)n1 (stereo not given)	99	1.0	8	100	98	·	19	99	97	7	100
COc1cc(C(=O)Nc2cc(C)c(OCC(=O)N3CCOCC3)c(C)c2)cc(OC)c1OC	102	1.0	3	101	102	·	20	101	99	9	104
Cc1c(NC(=S)N/N=C/c2cccc(O)c2)c(=O)n(-c2ccccc2)n1C	98	1.6	2	99	99	·	20	98	96	19	99
CN1/C(=C\C(=O)CSc2cccc[n+]2[O-])C(C)(C)c2ccccc21	94	-0.3	3	103	98	10	13	98	96	12	99
COc1ccc2nc(C(C)O)[nH]c2c1 (stereo not given)	101	0.1	4	98	102	0	35	102	98	22	104
CCOC(=O)c1ccc(NC(=O)Nc2ncccc2C)cc1	97	0.3	5	90	96	25	-18	94	93	8	93
Cn1c(SCC(=O)Nc2nccs2)nnc1C12CC3CC(CC(C3)C1)C2	99	1.2	4	98	98	·	-3	98	97	4	97
Cc1nc2cc(-c3ccccc3)nn2c(C)c1CCC(=O)N1CCN(c2ccccc2)CC1	94	-0.3	0	93	95	·	13	95	95	3	99

Rac1 act GTP bind, what is marked active above
Molecule	Cdc42 wt GTP	ABCG2 inh	Rab7 wt GTP bind	HRas wt GTP	Mcl1-Noxa inh	Rab2 wt GTP	Rac1 act GTP bind	Avidin fluor
CCCCn1c(O)c(N=NC(=O)c2ccccc2NS(=O)(=O)c2cccs2)c2ccccc21	82	1	91	86	8	81	78*	5

Next part
SMILES	Cdc42 wt GTP	ABCB1 inh	ABCG2 inh	Rab7 wt GTP bind	HRas wt GTP	Pf gamet viab	Mcl1-Noxa inh	Rab2 wt GTP	Rac1 act GTP bind	Avidin fluor	Rac1 wt modul
Cc1ccc(CN2CCc3c(OCC(=O)Nc4cc(C)ccc4C)cccc3C2=O)cc1	101	2.5	6	95	98	·	-11	94	99	2	105
CCOCCCNC(=O)C1CCC(CNS(=O)(=O)c2cccc3nsnc23)CC1 (stereo not given)	102	0.1	9	105	101	-13	-2	100	100	31	104
O=C(c1ccco1)N1CCN(c2c([N+](=O)[O-])nn(-c3cccc(Cl)c3)[n+]2[O-])CC1	97	1.1	12	105	96	8	7	97	94	9	96
OC(CNCc1ccccn1)c1ccccc1 (stereo not given)	?	-0.2	-1	?	?	·	6	?	?	14	?
CC(=O)Nc1ccc(S(=O)(=O)Nc2cccc(-c3ccc4nncn4n3)c2)cc1	84	1.7	6	97	92	8	30	87	92	27	85
Cc1c(Br)c(C(F)(F)F)nn1CC(=O)NCC1CCCO1 (stereo not given)	100	0.8	3	104	102	10	-7	102	97	10	97
Cc1csc(NC(=O)CSc2nc(C(C)C)nc3c2c(=O)n(C)c(=O)n3C)n1	97	1.0	4	94	100	·	6	99	99	7	102
C=CCSC1=C(C#N)C(c2ccccc2Cl)C(C(=O)c2cccs2)C(O)(C(F)(F)F)N1 (stereo not given)	99	-0.3	-4	100	99	2	-6	102	100	11	99
CC1CCN(S(=O)(=O)c2ccc(F)c(C(=O)O)c2)CC1	103	0.8	5	100	103	·	12	102	102	24	108
COc1cc(/C=N/Nc2nnc3c(n2)[nH]c2ccccc23)ccc1O	94	-0.4	-1	85	83	-5	94*	79*	93	13	86
O=c1c2sccc2n(Cc2ccc(F)cc2)c(=O)n1-c1ccc(F)cc1	100	1.6	30	98	100	0	14	98	99	13	98
CCN1CCN(S(=O)(=O)c2ccc3c(c2)OCCO3)CC1	102	-0.2	-2	98	104	-14	-15	103	103	13	107
CCN1CCN(C(c2cccs2)C(C)NC(=O)c2ccccc2OC)CC1 (stereo not given)	103	0.7	3	103	101	·	14	100	99	8	109
O=C(Nc1ccc(N2C(=O)C3C4C=CC(C4)C3C2=O)cc1Cl)c1cccs1 (stereo not given)	94	0.3	1	103	96	2	-17	97	95	17	97
COc1ccc2cc(C)c3nnc(SCc4cccnc4)n3c2c1	79*	3.6	7	95	82	-27	-7	83	90	9	86
CCC(O)c1cc2c(cc1NC(=O)c1cccs1)OCCO2 (stereo not given)	98	0.5	1	101	98	-4	19	97	98	9	101
O=C(/C=C/c1ccc(Cl)cc1Cl)NCCSc1ccccc1	?	0.0	-1	?	?	-2	2	?	?	6	?
COc1ccccc1N1CCN(C(=O)c2cc(-c3ccc(Cl)cc3)on2)CC1	102	0.8	18	96	99	·	12	98	99	28	104
CCCC1=Nc2cc(C(=O)NCc3ccco3)ccc2Sc2ccccc21	89	1.6	6	94	94	·	3	93	96	12	94
COCCCNC(=S)Nc1cccc(S(=O)(=O)NC2=NCCC2)c1	100	1.0	4	96	100	1	10	98	94	11	100
N#C/C(=C\c1cccc([N+](=O)[O-])c1)C(=O)NCc1ccc(Cl)cc1	95	0.5	5	102	96	-16	16	98	95	12	96
COc1ccc(NC(=O)c2cc3c(=O)n(C)c4ccccc4c3n2C)cc1OC	103	0.5	0	98	101	·	12	99	101	5	106
COc1ccc(OC)c(NC=C2C(=O)OC3(CCCCC3)OC2=O)c1	102	0.8	6	104	102	11	10	104	100	9	102
COc1ccc(-c2cc(C(F)(F)F)nc(S(=O)(=O)CCCC(=O)Nc3cccc(O)c3)n2)cc1OC	94	0.4	1	109	96	-7	7	97	94	8	95
COc1ccc(C(=O)Nc2nc3ccccc3s2)cc1OC	101	-2.6	8	100	97	-21	-13	98	99	9	101
Cc1cccc(N2CCN(C(=O)c3csc4ccccc34)CC2C)c1 (stereo not given)	99	1.5	4	104	100	-7	14	96	100	2	102
CCOC(=O)C1=NNC2(c3ccccc3)C(=O)N(c3cccc(Br)c3)C(=O)C12 (stereo not given)	98	0.2	0	97	98	5	0	98	101	3	104
CC(C)C1C(=O)NC(=S)N1S(=O)(=O)c1ccc(C(C)(C)C)cc1 (stereo not given)	104	-0.8	-6	99	102	-5	8	99	99	7	106
CC/C(O)=C(/C#N)c1nnc2n1CCCCC2	103	-0.4	-1	102	101	·	-2	102	100	34	104
NS(=O)(=O)c1ccc(NC(=O)CSC2CCCCC2)cc1	104	0.1	1	104	103	-39	14	102	100	4	105
CCCCCOC(=O)C1[C@H]2C(=O)N(Cc3cccs3)C[C@]23C=C[C@H]1O3 (stereo not given in full)	102	1.0	3	98	102	17	8	102	101	18	103
C=CCN1C(=O)NC2(CCCCC2)C1=O	109	0.0	0	102	106	12	6	105	104	6	110
COc1ccc(N2C(=O)CN=C2Nc2nc(C)cc(C)n2)cc1	108	0.7	14	101	104	·	-3	107	102	21	109
Cc1cccc(NC(=S)NC2CCCC2)n1	96	0.0	10	93	94	16	11	95	96	7	96
CCS(=O)(=O)N1Cc2ccccc2CC1C(=O)Nc1nnc(SCc2ccc(C#N)cc2)s1 (stereo not given)	96	0.2	1	100	99	-5	-17	94	95	9	101
O=C(NCCc1ccc(Cl)cc1)c1ncn[nH]1	102	-0.1	-1	100	101	-20	-18	101	100	30	103
Cc1cc(N2C(=O)C3C4CCC(C4)C3C2=O)no1 (stereo not given)	97	1.0	3	105	98	·	11	97	97	5	100
CCOC(=O)CCC(NC(=O)c1ccc(NCN2C(=O)c3ccccc3C2=O)cc1)C(=O)OCC (stereo not given)	104	2.1	3	100	100	10	-11	101	101	7	106
Cc1cccc(C)c1NC(=O)CSc1nnc(-c2ccccc2)n1Cc1ccc2c(c1)OCO2	96	1.0	1	92	94	-4	-4	94	94	6	94
COc1ccc(CCN2CN(S(=O)(=O)c3ccccc3)c3nc4ccccc4nc32)cc1OC	99	0.7	2	98	98	-8	-11	96	99	12	102
Cc1oc(C(=O)O)cc1COc1ccccc1Cl	102	0.4	2	102	102	·	-2	102	100	8	103
COc1ccc(NC(=O)CC2C(=O)N(c3ccc(OC)cc3)C(=O)N2CCc2cccs2)cc1 (stereo not given)	99	0.7	10	98	103	0	-22	98	99	9	104
N#Cc1c(Sc2ncc(C(F)(F)F)cc2Cl)nsc1C/C=N\OCc1c(F)cccc1Cl	102	·	·	98	101	·	-2	99	98	5	103
O=C(O)CCc1ncc(C(F)(F)F)cc1Cl	108	0.8	2	103	108	·	1	105	103	10	109
O=C(NC1CCCC1)C1CCCN1C(=O)Nc1ccc(Cl)cc1 (stereo not given)	98	0.5	2	96	99	·	-25	96	94	18	97
CC(=O)N(C(C)=O)c1c(C#N)c(C)n(-c2ccccc2)c1C(=O)c1ccccc1	97	2.0	4	99	103	10	2	100	97	12	101
CCC(C)NC(=O)Nc1ccc(Br)cc1 (stereo not given)	102	0.2	11	106	102	-12	-6	105	98	10	102
CC(C)OC(=O)c1ccccc1C(=O)c1ccc(N)c([N+](=O)[O-])c1	97	0.3	1	97	97	-14	61*	96	95	10	98
COc1ccc(C(C)=O)cc1COC(=O)c1ccc2ccccc2n1	92	0.9	5	97	95	-5	-7	96	95	25	92
